Bioassay records deposited in PubChem BioAssay by National Center for Advancing Translational Sciences (NCATS).
D2 antagonist – antagonizes the human D2 dopamine receptor; inhibition, % at 10 µM; 340,000 tested, 2% active; HEK293 TREx D2 cells, calcium flux, dopamine EC80; AID 485344; P14416; in the data active means inhibition above about 30%; further: 0% is about no effect
Target sequence (P14416 whole entry, looked up): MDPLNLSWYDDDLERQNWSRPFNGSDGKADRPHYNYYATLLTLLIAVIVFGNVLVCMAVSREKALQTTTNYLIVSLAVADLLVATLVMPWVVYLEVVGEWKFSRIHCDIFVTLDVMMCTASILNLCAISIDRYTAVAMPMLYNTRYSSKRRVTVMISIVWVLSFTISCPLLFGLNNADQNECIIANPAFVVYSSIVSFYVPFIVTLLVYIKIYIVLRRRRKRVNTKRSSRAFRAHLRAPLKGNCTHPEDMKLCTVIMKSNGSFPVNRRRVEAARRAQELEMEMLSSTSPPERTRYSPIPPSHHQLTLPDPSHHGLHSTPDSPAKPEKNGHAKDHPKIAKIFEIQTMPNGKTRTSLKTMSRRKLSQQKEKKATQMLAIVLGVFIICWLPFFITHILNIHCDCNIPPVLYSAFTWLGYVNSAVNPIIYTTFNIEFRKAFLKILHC
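Tetracycline-induced HEK293 TREx cells expressing D2 receptor forced-coupled to calcium signalling, loaded with no-wash calcium dye. Compounds added and calcium flux read 180 s, then dopamine added at EC80 and read a further 180 s.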
TRHR enhancer – allosterically enhances the human TRH receptor. P34981. TRHR cells, fluo-8 calcium fluorescence, EC20 TRH enhancement. enhancement, % at 2 µM. 360,000 tested, 0.66% active; in the data active means enhancement above about 30%; further: 0% is about no effect
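Enhancer read-out: after compound pinning and an initial kinetic agonist-mode read, an EC20 of TRH (10 nM final) was injected and fluo-8 calcium signal (Ex 480/Em 530) followed at 1 s/cycle for 100 cycles in TRHR-expressing cells.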
TRHR agonist – agonists of human TRH receptor | P34981 | TRHR cells, calcium flux fluo-8, FDSS agonist mode | activation, % at 2 µM | 360,000 tested, 0.18% active | AID 493084; in the data active means activation above about 30%; further: 0% is about no effect
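In this calcium-flux screen, cells bearing human TRHR are dye-loaded with fluo-8, baselined for 10 cycles, then exposed to library compounds; positive kinetic calcium responses during the agonist phase mark hits, with TRH as control.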
IDH1 R132H inh – blocks human mutant IDH1 R132H enzyme | 390,000 tested, 0.093% active | Potency, µM (highest dose often 76.6 µM), inactives show top-dose activity change, negative = inhibition, hits mostly inhibitors | IDH1-R132H enzyme, NADPH consumption, diaphorase/resazurin fluorescence | O75874; further: potency means the concentration at half of the fitted maximal effect; on the % scale 0 is the no-effect control and ±100 the full control effect; nearly all actives have a fitted effect of over 65% in size
Target sequence (O75874 whole entry R132H, stated change not applied): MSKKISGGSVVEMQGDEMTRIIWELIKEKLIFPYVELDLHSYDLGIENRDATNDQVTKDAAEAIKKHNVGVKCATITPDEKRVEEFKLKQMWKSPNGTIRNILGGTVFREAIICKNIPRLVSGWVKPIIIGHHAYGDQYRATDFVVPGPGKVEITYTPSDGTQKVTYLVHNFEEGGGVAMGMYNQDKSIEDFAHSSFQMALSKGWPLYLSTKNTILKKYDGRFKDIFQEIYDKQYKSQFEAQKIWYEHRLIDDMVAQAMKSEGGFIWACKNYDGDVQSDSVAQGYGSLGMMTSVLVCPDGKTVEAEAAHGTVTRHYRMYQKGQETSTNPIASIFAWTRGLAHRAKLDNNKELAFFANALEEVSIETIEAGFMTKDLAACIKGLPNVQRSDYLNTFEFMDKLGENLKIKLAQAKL
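IDH1-R132H (0.5 ug/mL) preincubated 30 min with compound, then NADPH (0.016 mM) and alpha-KG (2 mM) added; 80 min at RT, pH 7.5. Remaining NADPH coupled via diaphorase/resazurin to fluorescence (540/590 nm); concentration-response curves normalized to no-enzyme control.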
rTrxR1 inhibitor – rat TrxR1 inhibition | O89049 | Potency, µM (highest dose often 114 µM), inactives show at the top dose activity change, negative = inhibition, most hits filed as inhibitors | 390,000 tested, 1% active | recombinant rTrxR1, NADPH fluorescence consumption, selenite substrate; further: potency means the concentration at half of the fitted maximal effect; on the % scale 0 is the no-effect control and ±100 the full control effect; nearly all actives have a fitted effect of over 65% in size
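Rat TrxR1 (90 nM in the dispensed reagent) was pre-reduced with 400 uM NADPH for 5 min at room temperature, then incubated with compound for 15 min. After 400 uM selenite was added, NADPH fluorescence (Ex 340/Em 450 nm) was followed for 8 min.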
USP1 inh – blocks the human USP1/UAF1 deubiquitinase complex; recombinant USP1/UAF1, Ub-Rhodamine cleavage fluorescence; Potency, µM (highest dose often 57.1 µM), for the others: at the top dose activity change, negative = inhibition, usual class: inhibitors; AID 743255; O94782; 390,000 tested, 0.23% active; further: potency means the concentration at half of the fitted maximal effect; on the % scale 0 is the no-effect control and ±100 the full control effect; nearly all actives have a fitted effect of over 60% in size; inactives centre near -12
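USP1/UAF1 complex (1 nM) preincubated 15 min at room temperature with compound, then Ub-Rho substrate (150 nM final) added. Kinetic fluorescence at 480/540 nm over 6 reads at 60 s intervals; 50 mM HEPES pH 7.8, 0.5 mM EDTA, 0.1 mg/ml BSA, 1 mM TCEP, 0.01% Tween-20.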
D2 ag – activates the human D2 dopamine receptor; AID 485358; HEK293 T-REx D2 cells, calcium flux agonist mode; P14416; 340,000 tested, 0.53% active; activation, % at 2 µM;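 active means activation over 3 SD above normal in the single-dose calcium agonist read, cut at about 30% in these data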; further: 0% is about no effect
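Calcium-flux readout, 1 cycle/sec over 180 s following compound pin transfer, in inducible HEK293 Trex D2 cells (force-coupled); dopamine controls included. Positive calcium responses during this window marked compounds as potential agonists.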
Pin1 inh – inhibitors of human Pin1; 390,000 tested, 0.009% active; Pin1 FP peptide displacement, HiFluor488, 10 min; Potency, µM (highest dose often 115 µM), for the others: top-dose activity, negative = inhibition, hits mostly inhibitors; active means well fitted inhibition curve with a large enough effect in the polarisation, with a control signal flat, not every such curve was filed as active; inconclusive means small, poorly fitted or top-dose-only effect, or effect the other way, or a change in a side signal; inactive means no such curve, though single readings can be large or run the other way; the % refers to the polarisation; further: potency means the concentration at half of the fitted maximal effect; on the % scale 0 is the no-effect control and ±100 the full control effect
Target sequence (Q13526 whole entry, looked up): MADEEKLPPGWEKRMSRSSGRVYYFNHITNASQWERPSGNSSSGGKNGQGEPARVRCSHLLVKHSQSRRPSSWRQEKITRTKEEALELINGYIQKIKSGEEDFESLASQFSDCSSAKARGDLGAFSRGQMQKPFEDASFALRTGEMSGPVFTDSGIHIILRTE
TrxR1 substrate – is turned over as a substrate by rat TrxR1; purified TrxR1 substrate turnover, NADPH consumption readout; AID 588456; Potency, µM (doses to about 114 µM), for the others: at the top dose activity change, negative = substrate turnover; O89049; 390,000 tested, 0.01% active; further: potency means the concentration at half of the fitted maximal effect; on the % scale 0 is the no-effect control and ±100 the full control effect; nearly all actives have a fitted effect of over 50% in size
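Rat TrxR1, dispensed at 90 nM, was prereduced with 400 uM NADPH (final) for 5 min at ~22 deg C, then incubated with compound 15 min before 400 uM selenite. A first-read NADPH fluorescence drop versus no-compound background flagged substrates.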
The depositor's hits bear a star; u = inconclusive; x = no result given; [ ] = remark or other dose. Unless noted, the call rests on the fitted dose curve; in most records, active means well fitted inhibition curve with a large enough effect; inconclusive means small, poorly fitted or top-dose-only effect; inactive means no such curve, though single readings can be large or run the other way. This is a subset; count on the stated rates, not on these rows.

structure	D2 antagonist	TRHR enhancer	TRHR agonist	IDH1 R132H inh	rTrxR1 inhibitor	USP1 inh	D2 ag	Pin1 inh	TrxR1 substrate
COc1ccc(N2CCCC2)c(NC(=O)c2ccc([N+](=O)[O-])o2)c1	5	2	0.5	4%	-61%	-24%	8.7	u	14%[57.1 µM]
O=C(N/N=C/c1cccnc1)c1ccc(S(=O)(=O)N2CCCCCC2)cc1	6	-2	-0.1	-5%	15%	-5%	-0.1	2%	2%
COc1ccc(OCC(=O)N2CCC(c3nc4ccccc4s3)CC2)cc1	x	-1	-0.1	24%	25%	-25%	-0.7	-7%	4%
Cc1ccc(NC(=O)Cn2nnc(-c3nc(-c4ccncc4)no3)c2N)c(C)c1	x	-4	0.2	x	14%	-21%	0.5	-7%	0%
CC(C)CCN1C(=O)c2ccc(C(=O)Nc3c[nH]c(=O)[nH]c3=O)cc2C1=O	-10	1	0.4	-2%	28%	-22%	3.3	-10%	5%
O=C(O)c1cccc(Nc2nc3ccccc3nc2NS(=O)(=O)c2cccs2)c1	4	-2	-0.3	3%	-10%	-25%	-0.6	-16%	-13%
CCOc1ccc(NC(=O)C2CCN(S(=O)(=O)c3ccc4c(c3)CC(C)N4C(C)=O)CC2)cc1 (stereo not given)	-14	-2	-1.3	-7%	15%	-4%	0.4	3%	1%
CSc1nnc(NC(=O)c2cc3ccccc3oc2=O)s1	-5	-4	-0.3	-3%	13%	-24%	0.5	0%	2%
COc1ccc(CCn2c(S)nc3ccccc3c2=O)cc1	8	2	-0.1	0%	-1%	-8%	2.7	-1%	1%
CCOc1ccc(C(C)=O)cc1COC(=O)CCc1cc(OC)c(OC)c(OC)c1	-6	0	0.0	8%	-4%	-18%	-1.1	7%	5%
COc1ccc(Cc2nc3ccc(C(=O)N4CCCN(C=O)CC4)cc3o2)cc1	1	1	0.4	1%	-2%	-13%	0.1	-9%	-8%
Cc1ccccc1S(=O)(=O)N1CCN(C)CC1	9	3	0.1	-9%	14%[57.1 µM]	-4%	1.4	2%	-5%
O=C(c1ccc(F)cc1)N1CCN(c2cnn(-c3ccccc3)c(=O)c2Cl)CC1	-23	-1	-0.6	12%	34%[57.1 µM]	-17%	2.3	-6%	17%[57.1 µM]
COc1ccc(-c2nc(CS(=O)CC(=O)N3CCc4ccccc4C3)c(C)o2)cc1 (stereo not given)	-2	-5	-0.4	-15%	7.9µM*	-13%	0.0	-3%	17%[57.1 µM]
Cc1ccc(C)c(CN2CCC(CNC(=O)CCc3nnc4ccc(N5CCC(C)CC5)nn34)CC2)c1	-5	3	0.4	2%	19%	-15%	-1.0	2%	-3%
CC(=O)C1=C(O)CC(c2ccccc2)CC1=NCCc1ccccc1 (stereo not given)	-2	0	-0.1	-3%	10%[57.1 µM]	-5%	-0.3	1%	-9%
O=C1C=C(N2CCCCCC2)C(=O)N1c1ccc(Cl)cc1	-4	-1	0.6	0%	2%	-18%	-0.4	10%	-1%
COc1ccc(NC(=O)c2sc(-c3ccccc3)nc2C)c(OC)c1	3	-1	-2.2	1%	1%	-13%	0.1	1%	-2%
COc1cc(-c2nnc(NC(=O)CS(=O)(=O)c3ccc(C)cc3)o2)cc(OC)c1OC	-8	16	-0.2	1%	4%	-13%	-0.1	5%	6%
CN(C1CCS(=O)(=O)C1)S(=O)(=O)c1ccc2ccccc2c1 (stereo not given)	16	-6	-0.3	0%	2%[57.1 µM]	-8%	0.0	0%	1%[57.1 µM]
Cc1cccc(C(=O)Nc2cc3c(cc2N2CCCCC2)n(C)c(=O)c(=O)n3C)c1	x	2	-0.2	4%	12%	-23%	-0.8	0%	3%
Cc1nn(Cc2ccccc2)c(C)c1N	2	2	0.2	2%	12%	-2%	-3.1	-3%	-2%
CCOc1ccccc1-n1c(SCC(=O)N2CCCc3ccccc32)nnc1-c1cccnc1	2	-7	-0.3	3%	-13%	-4%	-1.0	0%	-4%
CN1CCN(CC(=O)Nc2nc(-c3c[nH]c4ccccc34)cs2)CC1	-9	0	0.8	1%	2%[57.1 µM]	-20%	0.2	-7%	-3%[57.1 µM]
CCOC(=O)c1ccc(NC2=CC(c3ccc(O)c(OCC)c3)N(c3ccc(C(=O)OCC)cc3)C2=O)cc1 (stereo not given)	x	3	1.0	-1%	16%	-6%	0.1	2%	6%
O=C(Nc1cccc(S(=O)(=O)N2CCCC2)c1)c1cncc(Br)c1	x	x	x	10%	2%	-7%	x	5%	-5%
CCCCOc1ccc(C(=O)N(C)CC(=O)Nc2ccc(C)cc2)cc1	55*	3	-0.7	-10%	-15%	-13%	-1.1	-4%	-13%
Cc1ccccc1Nc1cc(C)c2c(O)cccc2n1	-13	0	1.3	11%	7%	-28%	0.6	-4%	6%
O=C(Nc1ccncc1)C1CC(=O)N(Cc2ccccc2)C1 (stereo not given)	x	x	x	7%	-15%	-10%	x	-7%	-11%
O=C(Nc1nnc(S(=O)(=O)N2CCc3ccccc32)s1)c1ccccc1Cl	x	-2	0.1	9%	16%	u	-0.4	3%	6%
O=C(NCc1ccccn1)c1ccc(Cl)cc1Cl	-6	3	0.3	5%	14%	2%	-0.7	-3%	6%
Cn1nc(CC#N)c2c(=N)n(N)cnc21	x	x	x	-6%	20%[57.1 µM]	-13%	x	3%	11%[57.1 µM]
CC(C)c1ccc(NC(=O)Cn2cccc2C2=NC(c3ccccc3)CO2)cc1 (stereo not given)	1	-4	1.2	3%	-3%	-19%	-0.1	-3%	-2%
O=C(CSCc1c(Cl)cccc1Cl)N1CCOCC1	-6	4	0.5	-8%	18%	-19%	-0.1	0%	6%
COc1ccc(NC(=O)CCc2c(C)nc3nc(C)nn3c2C)cc1	4	3	-0.2	5%	7%	-21%	1.4	-3%	-1%
O=C(O)C1C2C=CC(C2)C1C(=O)NCc1ccc(Cl)cc1Cl (stereo not given)	-8	-1	-0.2	4%	-9%[57.1 µM]	-3%	0.3	0%	-1%[57.1 µM]
O=C(Nc1ccc(N2CCOCC2)cc1)c1ccc2nc(-c3ccco3)c(-c3ccco3)nc2c1	-2	-3	0.1	0%	-20%	-4%	-0.2	u	1%[57.1 µM]
CCOc1nc(N=C(N)N)nc2c(C)cccc12	-7	13	-0.4	6%	-2%[57.1 µM]	-17%	-0.5	25%	24%[57.1 µM]
Cc1cc(Oc2nc3ccccn3c(=O)c2/C=C(\C#N)c2nc3ccccc3s2)ccc1Cl	x	7	0.5	-15%	-9%	u	0.0	u	27%
CCOc1ccc(Cl)cc1/C=C1/C(=O)ON=C1C	-7	5	0.7	-8%	u	-16%	-0.1	-2%	-7%
Cn1c(N)c(C(=O)CSc2nc(C3CC3)n(-c3ccccc3)n2)c(=O)[nH]c1=O	-6	8	0.0	4%	13%	-14%	0.7	-4%	1%
CCOC(=O)c1cc(S(=O)(=O)N2CCC(C)CC2)cn1C	3	-4	-0.7	0%	1%	-22%	-0.2	-11%	-3%
O=c1c2[nH]cnc2n(-c2ccc(F)cc2)c(=O)n1Cc1ccccc1	-7	2	-1.6	-18%	-6%	-7%	-0.1	12%	-3%
Cc1ccc(NC(=O)C2CCCN(c3nnc(-n4c(C)ccc4C)s3)C2)c(C)c1 (stereo not given)	x	-1	-2.2	x	-32%	-22%	-0.9	-1%	5%
NC(=S)Nc1cc(Cl)cc(Cl)c1	7	-1	0.0	8%	17%[57.1 µM]	-9%	0.3	-2%	6%[57.1 µM]
CC(C)CC(=O)NC(=S)Nc1ccc(S(=O)(=O)NC(C)(C)C)cc1	x	-1	1.8	2%	0%[57.1 µM]	0%	x	3%	-13%
CN(C)c1ccc(P(=O)(OCc2ccccc2)C(O)c2ccccc2)cc1 (stereo not given)	x	-4	0.8	2%	6%[57.1 µM]	-14%	x	-5%	2%[57.1 µM]
O=C(CC1C(=O)NCCN1Cc1cccc(Oc2ccccc2)c1)NCCc1ccncc1 (stereo not given)	-4	1	3.4	-9%	0%	-19%	0.6	4%	27%
COc1ccc(C2/C(=C(\O)c3ccc4c(c3)OCCO4)C(=O)C(=O)N2Cc2cccnc2)cc1OC (stereo not given)	24	-2	0.3	8%	-6%	-26%	0.3	-7%	-8%
CCOC(=O)C(CC)Sc1nnc2n1C(C)(C)Cc1ccccc1-2 (stereo not given)	x	x	x	1%	13%	-6%	x	-3%	-4%
Cc1cc(C)cc(NC(=O)CSc2nc(=O)n3cc(C)ccc3n2)c1	4	5	-0.1	-7%	-5%[57.1 µM]	-4%	0.1	-9%	-9%[57.1 µM]
COc1ccc(-c2cn3nc(N4CCCC(C(=O)Nc5cc(C)cc(C)c5)C4)sc3n2)cc1 (stereo not given)	x	-1	-0.1	-11%	-9%	-27%	-0.6	9%	-12%
COc1ccccc1CC(=O)O/N=C(\N)Cc1cccc2ccccc12	7	0	0.7	0%	-7%	-22%	-0.8	6%	-6%
CCS(=O)(=O)c1ccc(O)c(NC(=O)Nc2ccccc2OC)c1	-2	-1	0.1	0%	3%	-29%	0.3	-2%	-5%
CC(=O)c1c(C)[nH]c(C(=O)NCc2ccco2)c1C	6	-1	-0.2	5%	8%	-14%	-0.1	-2%	-2%
CC1CC(C)CN(S(=O)(=O)c2ccc(C(=O)OCC(=O)NCCN3C(=O)CSC3=O)cc2)C1 (stereo not given)	2	1	-0.8	2%	6%[57.1 µM]	-3%	0.2	31%[activator]	9%[57.1 µM]
